# Assay outcomes (PubChem)
# TbREL1 inh = TbREL1 inhibition, primary screen. actives 0.49% (n = 89,000). inhibition, % at 9.66 µM. P86926. TbREL1 RNA ligation, FRET fluorescence;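 active means inhibition above the mean inhibition across all screened compounds plus 3 SD, cut at about 11% in these data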;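 further: 0% = plate median of test wells and 100% = NSC42067 control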
# Target sequence (P86926 whole entry, looked up): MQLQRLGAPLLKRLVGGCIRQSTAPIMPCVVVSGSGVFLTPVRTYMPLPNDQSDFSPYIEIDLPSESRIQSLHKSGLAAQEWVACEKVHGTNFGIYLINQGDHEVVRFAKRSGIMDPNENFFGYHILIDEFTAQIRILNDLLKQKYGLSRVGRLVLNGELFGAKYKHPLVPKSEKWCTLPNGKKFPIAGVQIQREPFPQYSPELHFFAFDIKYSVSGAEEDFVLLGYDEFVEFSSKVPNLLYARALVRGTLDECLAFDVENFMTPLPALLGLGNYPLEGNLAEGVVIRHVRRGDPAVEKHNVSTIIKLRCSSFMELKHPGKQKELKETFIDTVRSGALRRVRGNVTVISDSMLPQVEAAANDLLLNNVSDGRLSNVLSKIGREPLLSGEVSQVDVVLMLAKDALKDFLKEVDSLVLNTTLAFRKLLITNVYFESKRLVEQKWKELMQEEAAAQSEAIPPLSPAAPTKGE
# * = called active by the depositor. Not all compounds are listed, so the mix of outcomes need not match the whole.
nr	structure	TbREL1 inh
1	CC(C)c1cccc(-c2csc(C(O)c3ccccc3)n2)c1 (stereo unspecified)	4
2	CN(C(=O)c1ccc(NC(=O)Cc2ccc(NC(=O)C3CCN(C(=O)C4CCC4)CC3)cc2)cc1)C1CCCC1	-3
3	Cc1ccc(C)c(N2CCN(S(=O)(=O)c3c(C)noc3/C=C/N(C)C)CC2)c1	-4
4	CC(/C=N/n1c(-c2n[nH]c3c2CCC3)n[nH]c1=S)=C\c1ccco1	-4
5	Cc1ccccc1S(=O)(=O)N1[C@@H](c2ccc(F)cc2)C(C(=O)O)=CC[C@H]1c1ccc(Cl)cc1	0
6	COc1cc2[nH]c(=S)n(C3CCCC3)c(=O)c2cc1OC	-3
7	O=C(Nc1ccccc1Cl)N1CCN(c2ccccn2)CC1	3
8	Cc1cc(C)c(OCC(=O)OCC(=O)N2CCc3ccccc3C2)c(C)c1	5
9	O=C(CCC(NC(=O)OCc1ccccc1)C(=O)OCC(=O)N1CCCCC1)OCC(=O)N1CCCCC1 (stereo unspecified)	-1
10	Cc1ccc2nc(SC(C(=O)Nc3ccc(F)cc3)c3ccccc3)[nH]c2c1 (stereo unspecified)	3
11	O=c1cc(O)c2sc(Nc3ccc(F)c(Cl)c3)nc2[nH]1	-1
12	CC1=CC(C)(C(Cl)Cl)C(C)=CC1=O (stereo unspecified)	-2
13	CCOC(=O)N1CCN(C(=O)C[C@@H]2C[C@@]3(C(=O)OCC)CCC=C3N(Cc3ccccc3)C2=O)CC1	2
14	CCOc1ccc(N2C(=O)CC(NCc3ccc(F)cc3)C2=O)cc1 (stereo unspecified)	-2
15	O=C(NNC(=S)NC1CCCCC1)c1cccs1	-6
16	CC(C)CC1C(=O)N(Cc2cn(CCC3OCCCO3)nn2)CCS(=O)(=O)N1Cc1ccc(-c2ccccc2)cc1 (stereo unspecified)	8
17	CCOc1ccc2oc(C(=O)N(C)CC(=O)Nc3ccc(OCC)c(OCC)c3)c(C)c2c1	-3
18	CCOC(=O)/C(C#N)=C/Nc1ccccc1NS(=O)(=O)c1ccc(C)c(C)c1	-1
19	COc1cc2ccccc2cc1C(=O)NC(=S)Nc1cccc(C(=O)O)c1C	-2
20	CCOC(=O)c1c(NC(=O)COC(=O)c2nc(Cl)ccc2Cl)sc(C(=O)N(C)C)c1C	4

nr	structure	TbREL1 inh
21	COc1ccc(C2C3=C(CCCC3=O)Nc3ccc4ncccc4c32)cc1OC (stereo unspecified)	-1
22	CSc1cccc(NC(=O)CCCOc2ccccc2)c1	2
23	Cc1ccccc1CC1(CO)CCCN(C(=O)CCCN2CCCCC2=O)C1 (stereo unspecified)	-4
24	CC(C)(O)C1CC[C@@](C)([C@@H]2CC[C@]3(C)[C@H]2[C@H](O)CC2[C@@]4(C)CCC(O)C(C)(C)C4C(OC4OC(CO)C(O)C(O)C4O[C@@H]4OCC(O)C(O)C4O)C[C@]23C)O1 (stereo partly specified)	-2
25	CNc1cc(C)c(C#N)c2nc3ccccc3n12	1
26	COc1ccc([N+](=O)[O-])cc1NC(=O)C(C)OC(=O)/C=C/c1ccco1 (stereo unspecified)	5
27	CCN(C(=O)c1ccco1)c1nnc(-c2cccnc2)s1	-2
28	COC(=O)[C@@]12C[C@@H](CC(=O)N3CCCCC3)C(=O)N(Cc3cccc4ccccc34)C1=CCC(C)(C)C2	-2
29	O=C(COC(=O)c1cc(S(=O)(=O)N2CCCCC2)ccc1Cl)NC1CCS(=O)(=O)C1 (stereo unspecified)	0
30	O=C1C(Cc2ccccc2)S/C(=N/N=C/c2ccco2)N1c1ccccc1 (stereo unspecified)	-4
31	FC(F)(F)c1ccccc1Cc1c(-c2ccc(Cl)cc2)nc2ccc(Br)cn12	0
32	CN(CC(=O)NCCc1ccccc1)S(=O)(=O)c1cccc2nsnc12	0
33	O=C1[C@H]2[C@@H](c3ccc(F)cc3)N3C(=O)N(c4cccc(F)c4)C(=O)[C@@]3(Cc3ccc(Cl)cc3)[C@H]2C(=O)N1C1CCCCC1	3
34	CCN1CCCC1CN(Cc1cc2ccc(C)cc2[nH]c1=O)C(=S)Nc1ccccc1C(=O)OC (stereo unspecified)	-2
35	O=C(CSc1nc2ccccc2s1)NN=Cc1ccc(O)cc1O	1
36	CN1CCN(C(=O)C2CCN(S(=O)(=O)c3ccc(F)cc3)CC2)CC1	-1
37	COCCNC(=O)NC(=O)COC(=O)C1(c2ccc(Cl)cc2)CC1	6
38	COc1ccc(NC(C)=O)cc1S(=O)(=O)NCCc1ccccn1	1
39	CCN(CC)Cc1c(O)ccc2c([N+](=O)[O-])c(C)n(-c3ccc(OC)cc3)c12	-2
40	CCOC(=O)c1ccc(NC(=O)CSc2nnnn2C2CCCCC2)cc1	2

# A second format for some results above.
entry	TbREL1 inh	canonical_smiles
22	2	CSc1cccc(NC(=O)CCCOc2ccccc2)c1
23	-4	Cc1ccccc1CC1(CO)CCCN(C(=O)CCCN2CCCCC2=O)C1 (stereo unspecified)

# Carrying on.
nr	structure	TbREL1 inh
41	O=C(CN1C(=O)NC2(CCCC2)C1=O)OCc1cc(=O)n2cc(Br)ccc2n1	2
42	Cc1csc2ncc(C(=O)Nc3cccc(C(F)(F)F)c3)c(=O)n12	7
43	CCN(CC(=O)Nc1ccccc1OC)CC(=O)Nc1sccc1C#N	7
44	O=C(NCc1cccnc1)C(=O)Nc1nc(C23CC4CC(CC(C4)C2)C3)cs1	-2
45	O=C(OCC(=O)c1ccc(Cl)s1)c1cncc(Br)c1	2
46	C=CCSc1[nH]c(=O)cc(C)c1C(N)=O	1
47	CC(=O)Nc1ccc(OCC(O)CN2CCCCC2C)cc1 (stereo unspecified)	5
48	Cc1nn(Cc2ccc([N+](=O)[O-])cc2)c(=O)n1-c1cccc(F)c1	4
49	Cc1ccc(NCc2nnc(SC(C)C(=O)N/N=C/c3ccc(C)o3)n2-c2ccccc2)cc1 (stereo unspecified)	1
50	O=C(CS(=O)(=O)Cc1ccccc1)c1ccccc1	-1
51	COC(=O)C1Sc2[nH]c(=O)sc2C(c2ccc(Cl)cc2)C1C(=O)OC (stereo unspecified)	-5
52	Cc1cccc(C)c1OCCCN1CCCC1	1
53	O=C(c1cnn2c(C(F)F)cc(C3CC3)nc12)N1CCOCC1	5
54	O=C1N[C@@H](Cc2c[nH]c3ccccc23)COC(=O)[C@@H](Cc2ccc(F)cc2)C/C=C\C[C@H]1CC(=O)N(CCO)Cc1ccccc1	-3
55	Nn1c(SCc2ccc(F)cc2)nnc1-c1ccncc1	0
56	CCCC(c1nnnn1CC1CCCO1)N1CCN(c2nc3ccccc3s2)CC1 (stereo unspecified)	-5
57	COc1ccc(C(=O)Oc2ccc(/C=N/NC(=O)Cc3ccc([N+](=O)[O-])cc3)cc2)cc1	1
58	COc1c(Cl)cc(-c2noc(C)c2C(=O)NCc2ccccc2)cc1Cl	1
59	O=C(c1ccc([N+](=O)[O-])cc1)N1CCc2ccccc21	2
60	CN(CCN(C)C(C)(C)C)C(=O)C(c1ccccc1)c1ccccc1	6

nr	structure	TbREL1 inh
61	CCCCn1c(N)c(N(CCC(C)C)C(=O)COC(=O)c2cccnc2SC)c(=O)[nH]c1=O	-1
62	O=C(CC1C(=O)NCCN1CCCc1ccccc1)NCCc1ccccc1Cl (stereo unspecified)	-2
63	Cc1ccc(OCCn2c(CCNC(=O)C3CCCCC3)nc3ccccc32)cc1	1
64	CN(C)CCn1c(=S)[nH]c2ncccc2c1=O	-3
65	CN1C2=NC(c3ccc4ccccc4c3)CC(=O)N2/C(=C\c2ccccc2)C1c1ccccc1C(F)(F)F (stereo unspecified)	6
66	Cn1c(=O)c2c(nc(SC3C(=O)CC(C)(C)CC3=O)n2C)n(C)c1=O	0
67	Cc1cc(C)c(C(=O)COC(=O)CCn2c(C)csc2=O)cc1C	6
68	COc1ccc(OC)c(NC(=O)C2CCC(CNc3c(N4CCC(C)CC4)c(=O)c3=O)CC2)c1 (stereo unspecified)	-1
69	O=C(c1ccc(OC2CCN(CCc3ccccc3)CC2)cc1)N1CCC[C@H]1CO	-2
70	NS(=O)(=O)c1cccc(NC(=O)COC(=O)CSCc2ccccc2)c1	-2
71	COc1ccc(-c2cn(Cc3ccc([N+](=O)[O-])cc3)nn2)cc1	-1
72	O=C(COC(=O)c1ccc(Br)o1)NCc1ccccc1Cl	0
73	CCOC(=O)c1[nH]c2cc(OC)c(OC)cc2c1NC(=O)c1nonc1C	-4
74	CCOc1ccc(CCNC(=O)c2cc(-c3ccccc3)c(N3CCOCC3)s2)cc1OC	-1
75	CC(=O)c1ccc(S(=O)(=O)NC2CC(=O)N(c3ccc(C)c(C)c3)C2)cc1 (stereo unspecified)	-1
76	Cc1cc(=O)oc2cc(OCC(=O)Nc3nnc(C(C)C)s3)ccc12	3
77	CCOc1ccc2[nH]c(C)cc(=O)c2c1	3
78	CC1CCN(C(=O)c2cc(Cl)ccc2NC(=O)c2ccco2)CC1	1
79	C=C(C)Cn1c2ccc(NC(=O)NCCc3cccs3)cc2c(=O)n1C	5
80	Cc1cc(C)cc(N(CC(=O)N2CCn3c2nc2ccccc23)S(=O)(=O)c2c(C)noc2C)c1	-2

# Entries 74 through 77, reprinted for reference:
nr	structure	TbREL1 inh
74	CCOc1ccc(CCNC(=O)c2cc(-c3ccccc3)c(N3CCOCC3)s2)cc1OC	-1
75	CC(=O)c1ccc(S(=O)(=O)NC2CC(=O)N(c3ccc(C)c(C)c3)C2)cc1 (stereo unspecified)	-1
76	Cc1cc(=O)oc2cc(OCC(=O)Nc3nnc(C(C)C)s3)ccc12	3
77	CCOc1ccc2[nH]c(C)cc(=O)c2c1	3

# Six entries out of the list above, ordered by the value under TbREL1 inh, ascending:
nr	structure	TbREL1 inh
73	CCOC(=O)c1[nH]c2cc(OC)c(OC)cc2c1NC(=O)c1nonc1C	-4
70	NS(=O)(=O)c1cccc(NC(=O)COC(=O)CSCc2ccccc2)c1	-2
74	CCOc1ccc(CCNC(=O)c2cc(-c3ccccc3)c(N3CCOCC3)s2)cc1OC	-1
72	O=C(COC(=O)c1ccc(Br)o1)NCc1ccccc1Cl	0
78	CC1CCN(C(=O)c2cc(Cl)ccc2NC(=O)c2ccco2)CC1	1
77	CCOc1ccc2[nH]c(C)cc(=O)c2c1	3

# Next section
nr	structure	TbREL1 inh
81	Cc1cc(N/N=C/c2ccc(N(C)C)cc2)nc(NCc2ccccc2)n1	-1
82	CCc1cc2c(SCC#N)ncnc2s1	2
83	CSc1ccc(Cl)c(C(=O)OCC(=O)N2CCN(c3ccccc3)CC2)c1	-1
84	Cc1cc(Cl)c(S(N)(=O)=O)cc1OCC(N)=O	1
85	FC(F)(F)c1ccc(Cl)c(NC2=NCCCCC2)c1	1
86	Cc1c(Br)c(C(F)(F)F)nn1CC(=O)NCCN1CCOCC1	-1
87	COc1ccc(N2Cc3cccc(C(=O)N4CCOCC4)c3C2=O)cc1	7
88	CC1(C)CC(=O)C=C(c2ccc(COC(=O)c3ccc(-c4ccccc4)cc3)cc2)C1=O	1
89	CN(Cc1c(F)cccc1Cl)C(=O)c1cccc(S(=O)(=O)N2CCN(Cc3ccccc3)CC2)c1	-1
90	O=C(O)c1cccnc1SCc1ccccc1Cl	4
91	Cc1cccc(CCN(C(=O)Cc2cccs2)C(C(=O)NC2CCCCC2)c2cccnc2)c1 (stereo unspecified)	7
92	COc1cc(C(=O)NCc2ncccc2C)ccc1OC1CCN(C(C)=O)CC1	-2
93	Cc1noc2ncnc(N3CCN(c4ccc(F)cc4)CC3)c12	-1
94	CN(Cc1ccccc1)C(=O)COC(=O)c1ccc(Br)c(S(=O)(=O)N2CCOCC2)c1	-5
95	Cc1ccc(N2C(=O)N(CC(=O)NCc3ccc(Cl)cc3)C(=O)C2C)cc1 (stereo unspecified)	-1
96	O=C(NCc1cccc(C(F)(F)F)c1)O[C@H]1CC[C@@]23CCCN2C(=O)CCC[C@H]3C1	-5
97	COC(=O)[C@]12C[C@H](CC(=O)NCC34CC5CC(CC(C5)C3)C4)C(=O)N(Cc3ccco3)C1=C[C@H](C(C)C)O[C@@H]2C1CC1	7
98	NC(=O)c1ccsc1NC(=O)CCS(=O)(=O)c1ccc(Cl)cc1	4
99	CC(C)(C)c1ccc(-c2nnc(SCC(=O)c3ccc([N+](=O)[O-])cc3)n2-c2ccc(Cl)cc2)cc1	0
100	COc1cccc(C(=O)Nc2ccc(NC(=O)C(C)(C)C)cn2)c1	2

nr	structure	TbREL1 inh
101	CCc1ccc(-c2cc(C)no2)cc1S(=O)(=O)Nc1cc(C)on1	1
102	COc1ccc(COc2ccc3ccc(=O)oc3c2)cc1	-1
103	COC(=O)C1=C(C)N(Cc2ccc(Cl)cc2)C(=S)NC1c1cccc(OC)c1 (stereo unspecified)	-7
104	COc1ccc(Cl)cc1NC(=O)CN(C)C(=O)c1cn2ccccc2n1	5
105	O=[N+]([O-])c1ccc(COc2cccc(CO)c2)cc1	-1
106	CCCCN(CCCC)CC(O)CN1C(=O)NC(C)(C)C1=O (stereo unspecified)	-2
107	COc1ccc(/C(N)=N/OC(=O)c2cccc([N+](=O)[O-])c2)cc1	1
108	O=C(Nc1ccc(N2CCOCC2)c2nonc12)C1CCCC1	-2
109	CCN(CC)S(=O)(=O)c1ccc(N2CCOCC2)c(NC(=O)c2ccc3ccccc3c2)c1	1
110	CCCCCCCCN1C(=O)[C@@H](CC(=O)N2CCCC2)C[C@@]2(C(=O)OC)C1=C[C@H](C(C)C)O[C@@H]2C1CC1	-1
111	COc1ccc([C@H]2CC(=O)C=C(c3ccc(SC)cc3)C2)cc1OC	0
112	Cc1ccccc1N1C(N)=NC(N)=NC1(C)C	-2
113	CC(=O)c1ccc(NC(=O)C(C)n2nc(-c3ccccc3)c3cc(Cl)ccc32)cc1 (stereo unspecified)	0
114	CC(C)C(=O)Nc1ccc(C(=O)NNC(=S)NC(=O)c2ccco2)cc1	-1
115	CCOc1ccc(N2C(=O)c3ccc(C(=O)OCc4c(C)noc4C)cc3C2=O)cc1	-2
116	CCCC1CCC2(CC1)CCC2OC(=S)NCc1cccc(F)c1 (stereo unspecified)	-5
